# Screens (PubChem)
# GALK inhibitor: inhibits human galactokinase; 44,000 tested, under 10 active; P51570; Potency, µM (doses to about 57.5 µM), without a hit: at the highest dose activity, negative = inhibition, actives largely listed as inhibitors; recombinant GALK, Kinase-Glo ATP luminescence, 1 h;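 also: plate controls were full GALK reaction for no effect and reaction lacking GALK for full effect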
# Target sequence (P51570 whole entry, looked up): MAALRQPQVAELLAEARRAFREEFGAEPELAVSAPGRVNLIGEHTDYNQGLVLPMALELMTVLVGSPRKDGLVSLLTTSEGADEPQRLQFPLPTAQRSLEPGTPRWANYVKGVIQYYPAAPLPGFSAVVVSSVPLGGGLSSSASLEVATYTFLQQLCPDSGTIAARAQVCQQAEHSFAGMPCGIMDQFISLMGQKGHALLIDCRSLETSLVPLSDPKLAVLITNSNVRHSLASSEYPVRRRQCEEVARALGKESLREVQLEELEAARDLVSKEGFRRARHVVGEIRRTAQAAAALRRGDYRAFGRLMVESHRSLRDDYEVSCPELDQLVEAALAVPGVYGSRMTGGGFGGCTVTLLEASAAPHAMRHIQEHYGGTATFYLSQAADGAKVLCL
#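 Human GALK (5 nM) was incubated with 35 uM ATP and 100 uM galactose in 20 mM HEPES pH 8.0 with MgCl2, NaCl, DTT and BSA for 1 h at room temperature. Remaining ATP was measured by Kinase-Glo Plus luminescence.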
# B2AR arrestin ag: agonists recruiting beta-arrestin to human beta2-adrenergic receptor; P07550; HTLA Tango cells, beta-arrestin recruitment, luciferase luminescence, 18 h; Potency, µM (series often up to 46.1 µM), without a hit: at the top dose activation, actives largely listed as activators; 44,000 tested, under 10 active; AID 1347077;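 also: potency is read from the fitted curve at half-maximal effect; 0% = DMSO and full agonism = EC100 isoproterenol or metaproterenol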
#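 Tango cells (recombinant beta2-AR, beta-arrestin, tTA-driven luciferase), 1500/well in DMEM 1% FBS, treated 18 h at 37 °C with compounds up to 46 µM; luciferin mix added, luminescence read after 15 min; %activity curves fitted and curve-classed.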
# p53null 32C kill: kills p53 null cells at the permissive temperature. H1299-neo p53 null cells, ATP luminescence, 24 h, 32C. Potency, µM (highest dose often 46.1 µM), without a hit: at the highest dose activity change, negative = cytotoxicity, hits mostly cytotoxic. hit rate 0.62% among 55,000;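 also: potency is read from the fitted curve at half-maximal effect; 0% = DMSO only and -100% = full killing by 100 µM tamoxifen; nearly all actives have a fitted effect of over 55% in size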
#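 ATP-content luminescence in p53-null H1299-neo cells after 24 h compound exposure (up to 46 uM) at 32C permissive temperature; 0% and 100% killing set by DMSO and 100 uM tamoxifen; Hill-equation AC50.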
# NTMT1 inh: inhibitors of human N-terminal methyltransferase NTMT1; Q9BV86; AID 1645870; Potency, µM (series often up to 114 µM), for inactives: at the highest dose activity change, negative = inhibition, hits mostly inhibitors; NTMT1 MTase-Glo SAH luminescence, purified enzyme; hit rate 2.5% among 59,000;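 also: potency is read from the fitted curve at half-maximal effect; plate controls were DMSO vehicle for no effect and no enzyme for full effect; nearly all actives have a fitted effect of over 65% in size; many of its hits are not listed in these tables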
# Target sequence (Q9BV86 whole entry, looked up): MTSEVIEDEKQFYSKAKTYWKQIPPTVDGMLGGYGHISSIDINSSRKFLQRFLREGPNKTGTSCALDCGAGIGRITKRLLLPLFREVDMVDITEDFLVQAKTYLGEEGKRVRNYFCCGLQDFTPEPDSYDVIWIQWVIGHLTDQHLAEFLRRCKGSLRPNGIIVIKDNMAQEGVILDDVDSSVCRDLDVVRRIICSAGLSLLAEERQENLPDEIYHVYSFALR
# PTAP-TSG101 blk: inhibitors of HIV-1 PTAP binding to human TSG101, validation | Q99816 | 44,000 tested, under 10 active | Potency, µM (titrated, usually from 115 µM), for inactives: at the highest dose activity change, negative = inhibition, most hits filed as inhibitors | Fluorescence polarization, FITC-PTAP peptide/Tsg101, 20 min | AID 1347069; also: potency is read from the fitted curve at half-maximal effect; 0% is about no effect
# Target sequence (Q99816 whole entry, looked up): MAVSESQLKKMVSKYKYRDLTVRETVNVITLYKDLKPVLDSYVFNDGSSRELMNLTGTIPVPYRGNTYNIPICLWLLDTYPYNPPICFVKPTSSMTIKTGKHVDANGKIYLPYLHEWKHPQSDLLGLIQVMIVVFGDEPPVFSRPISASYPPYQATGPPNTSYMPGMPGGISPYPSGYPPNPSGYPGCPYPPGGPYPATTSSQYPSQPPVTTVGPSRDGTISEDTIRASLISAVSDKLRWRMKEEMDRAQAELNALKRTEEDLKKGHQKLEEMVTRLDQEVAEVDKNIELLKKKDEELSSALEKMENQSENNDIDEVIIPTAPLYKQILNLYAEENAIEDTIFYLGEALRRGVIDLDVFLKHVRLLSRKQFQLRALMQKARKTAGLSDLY
#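 Fluorescence polarization binding of Tsg101 binding domain (10 uM final) to FITC-labeled PTAP-motif peptide (50 nM final) in HEPES pH 7.5/NaCl/Tween 20/EDTA/TCEP buffer; 20 min at r.t. Actives by curve class, <25 µM, efficacy <60% inhibition.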
# p53null 39C kill: kills p53 null cells at the nonpermissive temperature; H1299 p53-null (neo) cells, 39C, ATPlite viability, 24 h; hit rate 0.97% among 55,000; Potency, µM (doses to about 46.1 µM), for the others: top-dose activity, negative = cell killing, hits mostly cytotoxic;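 also: potency is read from the fitted curve at half-maximal effect; 0% = DMSO only and -100% = full killing by 100 µM tamoxifen; nearly all actives have a fitted effect of over 50% in size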
#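 Following overnight plating at 37C (600 cells/well), H1299-neo or H1299-p53A138V cells are dosed up to 46 uM. Incubation lasts 24 hr at 39C before ATP detection.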
# FH mod: Identification of activators of human fumarate hydratase by quantitative high-throughput screening; Fumarate hydratase, mitochondrial (Homo sapiens), P07954; FH coupled MDH/diaphorase resazurin fluorescence, 15 min; Potency, µM (highest dose often 79.9 µM), without a hit: at the top dose activity change, negative = inhibition, usual class: inhibitors; hit rate 0.22% among 54,000; AID 1347055, 2019; also: potency is read from the fitted curve at half-maximal effect; % is scaled to controls: 0 for no effect and ±100 for the full control effect; the screen sought activators but most active calls are inhibition curves; nearly all actives have a fitted effect of over 45% in size
# The depositor's hits bear a star; ? = inconclusive; . = not tested or not shown; [ ] = another dose, or the depositor's remark. Calls follow the shape of the dose curve; as a rule, active = well fitted curve in the direction sought with a large enough effect; inconclusive = small, poorly fitted or top-dose-only effect, or another doubt; inactive = no such curve, though single readings can be large; an effect the other way counts as inactive or inconclusive.
SMILES,GALK inhibitor,B2AR arrestin ag,p53null 32C kill,NTMT1 inh,PTAP-TSG101 blk,p53null 39C kill,FH mod
CCN(CC)c1ccc(NC(=O)C(Cc2ccccc2)NS(=O)(=O)c2ccc(Br)s2)c(C)c1 (stereo unspecified),2%,-1%,1%,-10%,-1%,-11%,-9%
COc1ccc(-c2cn3nc(N4CCC(C(=O)Nc5ccc(Cl)cc5C)CC4)sc3n2)cc1,4%,-1%,-22%,3%,2%,-12%,3%
Cc1ccc2nc(-c3ccc(NC(=O)Cc4ccccc4)cc3)sc2c1,2%,0%,-11%,2%,0%,-11%,-2%
Cc1ccc(Cc2nc3ccccc3nc2SCC(=O)NCc2ccc(F)cc2)cc1,2%,0%,-16%,10%,-2%,?,-23%
COCCn1c(CCC(=O)Nc2cc(C)ccc2C)nc2cccnc21,1%,-3%,1%,-11%,3%,-7%,-13%
CCOc1ccccc1NC(=O)Cn1c(=O)n(Cc2nc(C)no2)c(=O)c2ccccc21,-2%,0%,-1%,0%,1%,4%,5%
CCc1ccc(NCc2cc3cc4c(cc3n(CC(=O)Nc3ccccc3Cl)c2=O)OCO4)cc1,0%,1%,8%,?,-25%,19%,-14%
Cc1ccc(NC(=O)Cc2coc3ccc(C(C)C)cc23)c(C)c1,7%,-1%,2%,1%,-10%,12%,-20%
Cc1ccc(CNC(=O)Cc2c(C(=O)O)c(C)cn2C)cc1,-4%,-2%,2%,2%,-1%,16%,2%
COc1cccc(C(=O)N(Cc2ccc(N(C)C)cc2)Cc2ccco2)c1,0%,0%,-3%,-14%,-6%,-2%,-15%
COc1ccccc1N1CCN(CCCNC(=O)c2cnn(-c3ccccc3)c2C2CCN(C(=O)OC(C)(C)C)CC2)CC1,1%,1%,-3%,-12%,-5%,-6%,?
Cc1ccccc1Nc1c(-c2c(F)cccc2Cl)nc2ccc(Br)cn12,2%,0%,-6%,7%,-5%,8%,-5%
O=C(C1CCN(S(=O)(=O)c2ccc(Br)s2)CC1)N1CCN(c2cccc(C(F)(F)F)c2)CC1,1%,1%,11%,12%,2%,-7%,-11%
CCC(C)Sc1nc2c([nH]c3ccccc32)c(=O)n1C (stereo unspecified),-2%,1%,8%,-5%,-2%,8%,-20%
O=C(Cn1nnc(-c2cccc(C(F)(F)F)c2)n1)NCc1ccc(F)cc1,6%,0%,-27%,-2%,-2%,2%,3%
O=C(CCn1ccc2cc(S(=O)(=O)N3CCCC3)ccc21)NCc1cccc(Br)c1,0%,1%,1%,25%,-5%,38%,-33%
Cc1cc(C)cc(NC(=O)c2cn3c4c(ccc(Cl)c4c2=O)OC(C)C3)c1 (stereo unspecified),1%,3%,0%,-4%,-1%,-4%,5%
CC(=O)c1cccc(NC(=O)Cn2nc(C(F)(F)F)c3c2CCC3)c1,3%,0%,-5%,-2%,-12%,-34%,-13%
COc1ccc(C(=O)Nc2nnc(S(=O)(=O)N3CCC(C)CC3)s2)cc1OC,2%,0%,?,9%,0%,-27%,-14%
Cc1cc(S(=O)(=O)Nc2cccc(C(=O)O)c2)c(C)c(S(=O)(=O)c2ccccc2)c1,-3%,1%,2%,20%,-2%,-6%,-13%
O=C(Nc1ccc(C(=O)OCc2cc(=O)n3c4c(sc3n2)CCCC4)cc1)c1ccccc1,1%,1%,-7%,-5%,-1%,4%,-15%
O=c1c(S(=O)(=O)c2ccc(Cl)cc2)cn(Cc2ccc(F)cc2)c2ccc(F)cc12,-2%,-2%,2%,?,-10%,-6%,-9%
Cc1cccc(NC(=O)c2sc3nc4c(cc3c2N)CN(C(C)C)CC4)c1,1%,1%,-8%,?,-1%,-19%,0%
O=C(Cn1c(=O)nc(-c2ccccc2F)c2cc(Cl)ccc21)N1CCN(c2ccccc2F)CC1,0%,-1%,10%,0%,-5%,-6%,0%
CCOc1ccc(-c2cc(OC(=O)c3ccc(OC)cc3)c3c(C)oc(C)c3c(=O)c2)cc1,5%,1%,3%,4%,-3%,?,-9%
CCN(Cc1ccccc1)C(=O)C(CC(C)C)NS(=O)(=O)c1ccc2c(c1)CCN2C(C)=O (stereo unspecified),1%,1%,9%,1%,-1%,-10%,6%
CCCCN(CCCC)C1=C(C(=O)c2ccccc2)N(CC)S(=O)(=O)c2ccccc21,0%,0%,-6%,11%,-1%,?,9%
O=C(NCC(c1ccc2c(c1)OCO2)N1CCN(c2ccccc2)CC1)C(=O)Nc1cccc(F)c1 (stereo unspecified),2%,1%,0%,-1%,-7%,-2%,-13%
Cc1c(Cl)cccc1NC(=O)c1cc2nc(-c3ccc4c(c3)OCO4)cc(C(F)(F)F)n2n1,-2%,0%,-6%,3%,-1%,-17%,0%
CCN(CC)CCNC(=O)c1ccc2c(=O)n3nc(Nc4ccccc4)sc3nc2c1,-1%,-2%,-4%,-24%,-1%,-5%,-13%
CCS(=O)(=O)N1CCc2cc(C(=O)Nc3ccc(OC)cc3OC)ccc21,2%,-2%,-9%,1%,-4%,?,0%
O=C(COc1ccc(Cl)cc1)NCC(c1ccco1)S(=O)(=O)c1ccc(Cl)cc1 (stereo unspecified),-5%,-2%,-1%,-3%,-3%,-5%,?
Cc1ccc(C)c(NC(=O)c2ccc3c(c2)CCCN3S(C)(=O)=O)c1,4%,-2%,-6%,-1%,0%,1%,-4%
CCN(CC)c1cc(C)c2cc(NC(=O)c3ccccc3Cl)ccc2n1,-3%,-1%,5%,-3%,1%,1%,-14%
Cc1ccc(S(=O)(=O)n2nc(C)c(S(=O)(=O)N3CCC(C)CC3)c2C)cc1,3%,1%,-12%,11%,4%,21%,5%
O=C(CSc1nc(=O)n(CCN2CCOCC2)c2c1CCC2)Nc1ccccc1,1%,-3%,-3%,-2%,2%,4%,3%
CCc1nn2c(=O)cc(COC(=O)c3cccc(NC(=O)COc4ccccc4)c3)nc2s1,3%,0%,4%,?,3%,-10%,-21%
CC(=O)Nc1ccccc1-c1nc2ccccc2n(CC(=O)Nc2ccc(C)c(Cl)c2)c1=O,3%,-3%,-6%,?,-3%,-22%,0%
Brc1ccc(Nc2c3c(nc4nncn24)CCC3)cc1,0%,-1%,-7%,8%,-1%,-12%,37%
COc1ccc(N2CCN(C(=O)c3nc(SC)ncc3Cl)CC2)cc1,-2%,0%,2%,-29%,-4%,15%,-19%
COCCn1c(=O)[nH]c2cc(C(=O)N3CCN(c4ccccc4)CC3)ccc2c1=O,-3%,-1%,9%,9%,-6%,10%,-2%
O=C(Nc1nc2ccc(S(=O)(=O)N3CCCC3)cc2s1)c1ccc(F)cc1,-6%,0%,-2%,0%,-2%,-15%,3%
COc1ccc(OC)c(NC(=O)c2cc(S(=O)(=O)NCCc3ccc(Cl)cc3)ccc2F)c1,3%,0%,-3%,8%,0%,3%,0%
Cc1ccc(-c2cc(C(F)(F)F)n3nc(C(=O)Nc4ccc(Cl)c(C(F)(F)F)c4)cc3n2)cc1,0%,0%,.,10%,-7%,.,-8%
CCn1c(SCc2ccccc2Cl)nc(=O)c2c(C(=O)OC)cc(C3CC3)nc21,2%,-1%,49%[activator],2%,-6%,?,-26%
Cc1ccc2cccc(NC(=O)COc3ccccc3Cl)c2n1,1%,0%,.,-7%,-7%,.,8%
Cc1ccc(Cl)cc1N1CCN(C(=O)CCCn2c(=O)[nH]c3ccc(Br)cc3c2=O)CC1,-3%,0%,16%,-8%,-15%,?,-22%
CCCCC(=O)OC1=C(C(=O)c2ccccc2)N(C)S(=O)(=O)c2ccccc21,-3%,1%,2%,24%,3%,?,?
Cc1cccc(C(=O)Nc2ccc3nc(SCC(=O)N4CCCC4)sc3c2)c1,1%,-3%,-24%,-2%,-4%,?,-22%
CCOc1ccccc1CNC(=O)c1cc2n(n1)CCCN(Cc1ccc(C)cc1)C2=O,-3%,0%,-1%,-3%,-2%,2%,-16%
COc1ccc(OC)c(NC(=O)CCNC(=O)Cn2cnc3ccccc3c2=O)c1,7%,0%,.,-16%,2%,.,8%
COc1cccc(N2CCN(S(=O)(=O)c3cc(-c4cc(C)no4)ccc3C)CC2)c1,-1%,2%,11%,-8%,-3%,-15%,-9%
O=C(CN1C(=O)CCSc2ccccc21)Nc1ccccc1F,-2%,-2%,-3%,0%,-10%,-12%,-8%
COc1ccc(-c2nc3ccccc3o2)cc1NC(=O)c1ccc(OCC(C)C)cc1,2%,1%,-4%,8%,-3%,-7%,-20%
Cc1ccccc1Nc1c(-c2ccc(Br)cc2O)nc2sccn12,0%,-1%,-17%,20%,-12%,-14%,3%
Cc1ccc(-c2noc(C3CC(=O)N(c4ccc5c(c4)OCCO5)C3)n2)cc1 (stereo unspecified),2%,-1%,8%,3%,1%,5%,-38%
CCN(CC)S(=O)(=O)c1ccc(NC(=O)CCc2c(C)nc3cc(-c4ccc(Cl)cc4)nn3c2C)cc1,2%,1%,-4%,17%,-1%,-10%,?
COc1cccc(CNC(=O)CCCn2c(=O)c3cccn3c3cccnc32)c1OC,4%,1%,4%,5%,0%,-15%,-6%
COc1ccc(CN2CCN(S(=O)(=O)c3ccccc3)CC2)c(OC)c1,-19%,1%,-4%,?,31%[activator],-12%,-18%
Cc1cc(NC(=O)c2ccco2)cc(-c2nc3cc(Cl)ccc3o2)c1O,-1%,0%,?,3%,3%,?,0%

# Structures shown so far with a thiophene ring, fused or not, in the order listed:
SMILES,GALK inhibitor,B2AR arrestin ag,p53null 32C kill,NTMT1 inh,PTAP-TSG101 blk,p53null 39C kill,FH mod
CCN(CC)c1ccc(NC(=O)C(Cc2ccccc2)NS(=O)(=O)c2ccc(Br)s2)c(C)c1 (stereo unspecified),2%,-1%,1%,-10%,-1%,-11%,-9%
O=C(C1CCN(S(=O)(=O)c2ccc(Br)s2)CC1)N1CCN(c2cccc(C(F)(F)F)c2)CC1,1%,1%,11%,12%,2%,-7%,-11%
Cc1cccc(NC(=O)c2sc3nc4c(cc3c2N)CN(C(C)C)CC4)c1,1%,1%,-8%,?,-1%,-19%,0%

# (more compounds)
SMILES,GALK inhibitor,B2AR arrestin ag,p53null 32C kill,NTMT1 inh,PTAP-TSG101 blk,p53null 39C kill,FH mod
COc1ccccc1C(=O)Nc1ccccc1OCc1cc(=O)n2c(C)csc2n1,-9%,0%,-3%,-21%,0%,-7%,-23%
Cc1nc2cc(-c3ccccc3)nn2c(C)c1CCC(=O)N1CCN(c2ccccc2)CC1,0%,1%,-7%,11%,1%,-17%,-10%
CC1=C(c2ccc(C(C)C)cc2)S(=O)(=O)NC1=NCc1ccccc1Br,2%,-3%,-2%,?,1%,-18%,0%
Cc1ccc(CSc2nc3cccnc3n2Cc2ccc(C(=O)NCCc3cccs3)cc2)cc1,3%,0%,4.5µM*,?,5%,4µM*,-28%
CC1=C(c2ccc(C)c(C)c2)S(=O)(=O)N=C1N1CCC(C(=O)N2CCCCC2)CC1,-1%,1%,-5%,17%,-5%,5%,0%
Cc1cc(NC(=O)CCNS(=O)(=O)c2ccc3c(c2)CCCC(=O)N3)ccc1Br,-1%,0%,0%,0%,-4%,-4%,-14%

# The list is partial, so the mix of outcomes need not match the whole.
